EPAC1 antag = EPAC1 (human) antagonism; O95398; EPAC1 GEF assay, Rap1b-BODIPY-GDP exchange fluorescence; Potency, µM (titrated, usually from 115 µM), for inactives: at the highest dose activity change, negative = inhibition, usual class: inhibitors; hit rate 0.14% among 360,000;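 note: potency is the fitted concentration of half-maximal effect; plate controls were vehicle for no effect and positive control for full effect; nearly all actives have a fitted effect of over 50% in size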
PI5P4Ka inh = inhibitors of human PI5P4K alpha; P48426; PI5P4Kalpha enzyme, ADP-Glo luminescence, 60 min; stronger effect = lower value; max response, %; hit rate 1.2% among 330,000; active = max response of -50% or lower; inconclusive = between -30% and -50%; inactive = -30% or higher; note: value at the top dose of about 77 µM; % is set by controls: 0 for no effect and ±100 for the full control effect
Target sequence (P48426 whole entry, looked up): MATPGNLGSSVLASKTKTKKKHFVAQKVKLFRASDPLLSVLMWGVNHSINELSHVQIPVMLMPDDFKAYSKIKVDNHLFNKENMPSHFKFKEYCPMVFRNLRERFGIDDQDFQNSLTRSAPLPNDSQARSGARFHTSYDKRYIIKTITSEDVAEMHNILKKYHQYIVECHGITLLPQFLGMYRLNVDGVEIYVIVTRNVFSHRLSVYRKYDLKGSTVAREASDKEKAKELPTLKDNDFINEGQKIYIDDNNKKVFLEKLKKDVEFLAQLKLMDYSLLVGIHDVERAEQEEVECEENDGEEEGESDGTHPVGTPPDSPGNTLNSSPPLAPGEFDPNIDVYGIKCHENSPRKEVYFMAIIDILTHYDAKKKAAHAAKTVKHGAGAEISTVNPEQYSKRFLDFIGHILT
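Controls without substrate or without enzyme flank wells where PI5P4Kalpha converts substrate using 5 microM ATP (final). Incubation lasts 60 minutes at room temperature; ADP formed is read by ADP-Glo luminescence.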
MmCpn inh = M. maripaludis TRiC chaperonin inhibition; purified Mm-Cpn ATPase, ADP Transcreener TR-FRET; Potency, µM (highest dose often 76.9 µM), inactives show at the top dose activity, negative = inhibition, actives largely listed as inhibitors; hit rate 0.031% among 330,000; AID 504842; note: potency is the fitted concentration of half-maximal effect; % is set by controls: 0 for no effect and ±100 for the full control effect; nearly all actives have a fitted effect of over 80% in size
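Purified archaeal chaperonin (25 nM final) was preincubated with compound for 10 min at 37°C, then ATP (10 uM final) was added for 30 min at 37°C in Tris pH 7.4/KCl/MgCl2/DTT buffer. ADP was quantified by HTRF Transcreener TR-FRET.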
EPAC2 antag = EPAC2 (human) antagonism; Q8WZA2; EPAC2 GEF exchange of Rap1B-BODIPY-GDP, fluorescence; Potency, µM (top dose mostly 114 µM), for inactives: at the highest dose activity, negative = inhibition, most hits filed as inhibitors; hit rate 0.18% among 360,000; AID 720708; note: potency is the fitted concentration of half-maximal effect; % is set by controls: 0 for no effect and ±100 for the full control effect; nearly all actives have a fitted effect of over 45% in size; many of its hits are not listed in these tables
WRN inhibitor = WRN helicase (human) inhibition. WRN helicase unwinding, fluorescent forked duplex, kinetic. Potency, µM (doses to about 114 µM), for the others: at the top dose activity change, negative = inhibition, hits mostly inhibitors. hit rate 0.46% among 360,000. AID 651768. Q14191; note: potency is the fitted concentration of half-maximal effect; % is set by controls: 0 for no effect and ±100 for the full control effect; nearly all actives have a fitted effect of over 55% in size
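Kinetic fluorescence helicase assay: unwinding of a quenched forked DNA duplex (100 nM final) with 2 mM ATP final raises red fluorescence (525/598 nm). Compounds sat 15 min at room temperature with 20 nM WRN beforehand.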
CCT chaperon mod = modulators of cytosolic chaperonin (CCT/TRiC) activity | purified chaperonin ATPase assay, HTRF ADP detection, 30 min | activity change, % (test concentration not listed), hits read low | hit rate 0.3% among 360,000; in the data active = activity change below about -30%; note: % is set by controls: 0 for no effect and ±100 for the full control effect
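TRiC (40 or 20 nM final, by batch activity) in 30 mM Tris pH 7.4, 100 mM KCl, 5 mM MgCl2, 1 mM DTT was treated with compound at 76 uM single dose, then 10 uM ATP, 30 min at 37 °C. ADP was read by HTRF Transcreener.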
PLK1 PBD block = inhibitors of human PLK1 polo-box domain binding; P53350; Plk1 PBD binding of FITC phosphopeptide, fluorescence polarization; Potency, µM, for inactives: max response, negative = inhibition, most hits filed as inhibitors; hit rate 2.8% among 360,000; AID 720504; note: potency is the fitted concentration of half-maximal effect; series mostly up to about 57 µM; % is set by controls: 0 for no effect and ±100 for the full control effect; nearly all actives have a fitted effect of over 65% in size
Target sequence (P53350 whole entry, looked up, the tested form may be a part): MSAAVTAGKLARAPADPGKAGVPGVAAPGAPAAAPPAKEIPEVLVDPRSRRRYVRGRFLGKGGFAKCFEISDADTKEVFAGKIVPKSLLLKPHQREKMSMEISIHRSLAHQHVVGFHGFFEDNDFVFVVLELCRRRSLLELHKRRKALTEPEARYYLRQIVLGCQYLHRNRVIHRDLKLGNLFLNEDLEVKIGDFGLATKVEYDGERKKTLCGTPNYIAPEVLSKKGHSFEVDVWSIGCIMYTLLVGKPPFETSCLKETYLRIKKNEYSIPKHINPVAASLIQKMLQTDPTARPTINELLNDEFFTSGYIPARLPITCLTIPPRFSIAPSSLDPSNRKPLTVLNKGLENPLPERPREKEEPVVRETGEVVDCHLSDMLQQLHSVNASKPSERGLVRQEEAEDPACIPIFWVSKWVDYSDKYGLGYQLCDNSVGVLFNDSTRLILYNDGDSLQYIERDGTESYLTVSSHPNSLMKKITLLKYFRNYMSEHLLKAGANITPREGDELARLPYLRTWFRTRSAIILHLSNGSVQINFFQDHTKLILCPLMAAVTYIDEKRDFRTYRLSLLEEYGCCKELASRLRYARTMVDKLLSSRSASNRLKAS
EPAC1 agonist = activates human EPAC1 exchange factor; O95398; EPAC1 agonist qHTS, biochemical assay; response scale: 100% = response to 6.5 mM cAMP; Potency, µM (top dose mostly 154 µM), without a hit: top-dose activation, most hits filed as activators; hit rate 0.073% among 360,000; AID 720707; note: potency is the fitted concentration of half-maximal effect; nearly all actives have a fitted effect of over 60% in size
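Read-out is the fluorescence drop as BODIPY-GDP leaves Rap1B (480 nm excitation, 540 nm emission), recorded every 5 minutes over 30 minutes. Reactions held 100 nM EPAC1, 250 nM Rap1B–BODIPY-GDP and 50 uM GDP, with 6.5 mM cAMP setting full activation.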
* hit, by the source's call; ? = inconclusive; nt = not tested or not shown; [ ] = dose if it differs, or a comment. Unless noted, calls come from the whole dose curve; as a rule, active = well fitted curve in the direction sought with a large enough effect; inconclusive = small, poorly fitted or top-dose-only effect, or another doubt; inactive = no such curve, though single readings can be large; an effect the other way counts as inactive or inconclusive. A portion of the library, so the mix of outcomes need not match the whole.

SMILES	EPAC1 antag	PI5P4Ka inh	MmCpn inh	EPAC2 antag	WRN inhibitor	CCT chaperon mod	PLK1 PBD block	EPAC1 agonist
CN(C)C(=O)c1cc(C(=O)c2ccc(F)cc2F)c[nH]1	-10%	1	0%	3%	4%	1.3	-15%	8%
CN(C)S(=O)(=O)c1ccc(/C(O)=C2/C(=O)C(=O)N(CCN3CCCCC3)C2c2cccnc2)cc1 (stereo not given)	-7%	2	nt	-7%	-8%	-2.3	-8%	-2%
Cc1ccccc1CNS(=O)(=O)c1c(C(=O)N2CCCC2)c(C)n(C)c1C	-3%	1	-3%	2%	-2%	-1.0	?	10%
Cc1ccc(S(=O)(=O)N2CCCCC2)cc1NC(=O)c1ccco1	7%	-1	nt	1%	15%	-0.3	-2%	-12%
CC1(C(=O)NS(=O)(=O)c2ccccc2C(F)(F)F)CCN1C(=O)CC1CCCC1 (stereo not given)	-2%	1	nt	7%	-9%	-3.2	-12%	-11%
COCCN(CCOC)C(=O)Nc1ccc(Cl)cc1	-9%	12	1%	13%	-1%	-0.1	-5%	-2%
COc1ccc(NS(=O)(=O)c2cc(N)ccc2N2CCOCC2)cc1	5%	-8	0%	-6%	14%	-0.7	?	11%
CCN1CCOC(CC(=O)Nc2ccc([N+](=O)[O-])cc2)C1=O (stereo not given)	-8%	-1	-3%	17%	-3%	-0.3	-7%	0%
O=C(/C=C/c1cccc([N+](=O)[O-])c1)Nn1c(-c2ccccc2F)nc2ccccc2c1=O	-1%	1	2%	-1%	-4%	-0.3	0%	1%
CSCCC(NC(=O)COc1ccccc1)C(=O)N1CCN(c2ccccc2Cl)CC1 (stereo not given)	-19%	13	0%	-2%	-1%	1.6	-6%	4%
CC(=O)CCN1C(=O)NC2(CCCc3ccccc32)C1=O (stereo not given)	-2%	-1	-5%	0%	-4%	0.1	2%	-4%
Cc1nc(C)n(CCNC(=O)c2ccco2)n1	-9%	-5	0%	1%	6%	-1.5	-15%	-1%
O=C(N/N=C/c1cccnc1)c1cccc(S(=O)(=O)Nc2cccc(Cl)c2)c1	-27%	1	0%	-3%	-16%	-0.3	-12%	8%
CCC(NC(=S)Nc1ccccc1)C(=O)O (stereo not given)	1%	-1	1%	5%	-17%	-2.5	1%	-8%
Cc1ccc(NC(=O)COc2ccc(C(=O)NCCc3ccccc3)cc2)cc1	-8%	nt	nt	-6%	2%	-2.5	-10%	16%
Cc1ccc(C(=O)Nc2ccc(C(=O)O)cc2)cc1S(=O)(=O)Nc1cccc([N+](=O)[O-])c1	-13%	3	-1%	1%	-10%	-4.9	-18%	-3%
NC(=S)Nn1c(-c2ccccc2)nc2ccccc2c1=O	-6%	4	-1%	-1%	5%	-1.2	-7%	7%
Cc1ccc(-c2cc(C(=O)NCc3cccnc3)no2)cc1	-3%	nt	-5%	1%	-16%	-1.2	-1%	-1%
CC(C)=CCC[C@H](C)C[C@@H]1Cc2[nH][nH]c(=O)c2[C@@H](c2ccc(F)cc2)O1	?	11	nt	-10%	-10%	0.0	-19%	-32%[inhibitor]
OCC1CSC(=S)N1Cc1ccccc1 (stereo not given)	-14%	-21	nt	-3%	6%	0.6	?	1%
O=C(C[n+]1cccc(Br)c1)c1cccs1	1%	-4	-2%	29%	9%	-3.7	-3%	-1%
Cc1oc(-c2ccc(Cl)cc2)nc1CS(=O)CC(=O)NCc1ccccn1 (stereo not given)	-2%	-2	-5%	3%	6%	-0.7	-28%	-7%
O=C(Oc1ccc(/C=N/NC(=O)c2ccccn2)cc1)c1cccc(F)c1	4%	-9	nt	9%	-20%	-0.1	-7%	0%
CC1=NN(C)C(=O)C1Cc1c(F)cccc1Cl (stereo not given)	1%	8	nt	-3%	-3%	-1.5	-9%	10%
CCN(CC)S(=O)(=O)c1ccc2nc(COC(=O)c3n[nH]c4ccccc34)[nH]c2c1	-16%	2	-5%	-7%	1%	-0.3	-2%	-5%

(continued)
SMILES	EPAC1 antag	PI5P4Ka inh	MmCpn inh	EPAC2 antag	WRN inhibitor	CCT chaperon mod	PLK1 PBD block	EPAC1 agonist
COc1ccc(N2CC(C(=O)N[C@H](C(=O)NC3CCCC3)C(C)C)CC2=O)cc1 (stereo not given in full)	7%	3	3%	0%	9%	2.2	-2%	-8%
CC(=O)N1CCc2nc3ccccc3cc21	-1%	-2	nt	5%	-2%	-0.9	-10%	12%
COc1ccnc2c1c(=O)n(Cc1ccccc1Cl)c(=O)n2C	-1%	4	1%	0%	3%	0.4	-12%	9%
COc1ccc(CCNC(=O)Cn2nnc(-c3ccccc3F)n2)cc1OC	4%	nt	1%	10%	-1%	1.5	0%	-7%
O=C(O)C1CCCN(S(=O)(=O)c2ccccc2)C1 (stereo not given)	-8%	3	2%	-10%	4%	-1.2	-14%	15%
CC(=O)Nc1c2c(nn1-c1ccccc1C)CSC2	-1%	2	-13%	7%	-5%	-1.9	-11%	0%
COc1ccc(C2C(C#N)=C(N)Oc3c2sc2nc(C)cc(C)c32)cc1 (stereo not given)	-17%	2	-1%	15%	-29%	-3.5	-14%	14%
O=C1OCCN1C(=O)[C@H]1[C@H](c2ccc(F)cc2)C(c2cccc(Cl)c2)=NN1c1ccc(Br)cc1	-18%	24	-27%	3%	-8%	-0.5	-7%	11%
O=C(Nc1ncccn1)c1cc(-c2cccc(Br)c2)nc2ccccc12	-20%	-3	-7%	-13%	8%	0.0	-9%	21%
COc1cc(CC(NC(C)=O)C(=O)NC2CCN(C(=O)C3CC3)CC2)cc(OC)c1 (stereo not given)	-2%	2	0%	4%	2%	1.8	7%	15%
Cc1cccc(N(C(=O)c2ccc(CN3CCOCC3)o2)C(C(=O)NC(C)(C)C)c2ccc(F)cc2)c1 (stereo not given)	0%	14	-3%	-4%	-7%	0.3	-5%	6%
O=C(O)c1cc(NS(=O)(=O)c2cccs2)cc(NS(=O)(=O)c2cccs2)c1	9%	-14	1%	11%	-16%	1.0	5%	4%
CC(C)C[C@H]1CN(CCCC[C@H]2CNC(=O)C(=O)N2CCc2ccccc2)C(=O)C(=O)N1CC1CCCCC1	8%	-6	nt	0%	-4%	0.7	-9%	5%
Cc1cc(C(=O)OCC(=O)N2c3ccccc3NC(=O)C2(C)C)c(C)n1-c1ccccc1	-24%	12	0%	-6%	3%	0.2	-4%	11%
C#CCOc1ccc(/C=C2/C(=O)NN(c3ccccc3)C2=O)cc1OC	-9%	-22	-3%	3%	-19%	-3.6	19µM*	-9%
O=C(CNc1cccc2ccccc12)N/N=C/C=C/c1ccco1	-2%	2	-1%	1%	-4%	0.2	0%	6%
CC(/C=N/n1c(-c2ccccc2)n[nH]c1=S)=C\c1ccco1	-4%	nt	0%	-4%	-14%[57.1 µM]	-1.0	-28%	2%
Cc1cccc(CSc2nc3[nH]ncc3c(=O)[nH]2)c1	-2%	-5	-2%	2%	7%	-0.8	-16%	8%
c1cc(CNCCN2CCNCC2)ccn1	8%	0	nt	-19%	-8%	-1.1	-16%	3%
CCC(=O)N(C)C(c1ccccc1Cl)c1nnnn1-c1c(C)cccc1C (stereo not given)	-16%	-1	0%	6%	0%	-0.1	-1%	0%
CCn1c(=NC(=O)CS(=O)(=O)c2ccc(F)cc2)sc2cccc(OC)c21	-19%	-8	?	-12%	-1%	-2.4	-3%	12%
O=C(Cc1ccccc1)NNC(=O)c1ccc(NC(=O)c2ccccc2)cc1	-7%	-11	-1%	4%	-11%	1.0	-12%	9%
COc1ccc(NC(=O)Cn2nnc(-c3ccc(CN4CCOCC4)cc3)n2)c(OC)c1	-3%	2	0%	-2%[57.1 µM]	9%	-4.1	-8%	-3%
CCOc1ccccc1OCC(=O)OCC(=O)c1c(C)[nH]c2ccccc12	-30%	1	-3%	-15%	-15%	-3.7	-6%	11%
Cc1noc(C)c1-c1ccc(C(=O)Nc2ccccc2)c2occc12	5%	1	nt	2%	-4%	-17	3%	-7%

(cont.)
SMILES	EPAC1 antag	PI5P4Ka inh	MmCpn inh	EPAC2 antag	WRN inhibitor	CCT chaperon mod	PLK1 PBD block	EPAC1 agonist
CCc1nnc(N/N=C/c2ccccc2F)n1N	5%	9	1%	3%	-2%[11.6 µM]	2.5	-1%	-5%
CCOCCCNC(=S)N1CCC(NC(=O)C2CCCCC2)CC1	7%	-1	-3%	3%	-7%	-1.2	7%	0%
CC1Cc2ccccc2N1C(=O)c1ccc2c(c1)nnn2C (stereo not given)	0%	-5	0%	8%	12%	-0.1	-27%	-1%
COc1ccc(OC)c(C2CC(=O)C(C)C(c3cc(OC)ccc3OC)N2)c1 (stereo not given)	-4%	-4	0%	2%	-6%	-0.8	-5%	2%
Cc1oc2nc(SCC(=O)NCc3cccnc3)nc(N)c2c1C	6%	1	-9%	23%[57.1 µM]	0%	0.4	-3%	0%
CCCC(=O)Oc1c(S(=O)(=O)c2ccc(C)cc2)c(C)nn1C(C)(C)C	5%	6	1%	?	0%	-0.4	1%	-2%
Cc1nn(CCCC(=O)NC(C)c2ccccc2)c(=O)c2nn(-c3ccccc3)c(C)c12 (stereo not given)	7%	1	-2%	4%	-3%	-2.2	-19%	20%
Cc1ccc(N(CC(=O)NCCc2ccc(F)cc2)S(=O)(=O)c2ccc(Cl)c([N+](=O)[O-])c2)c(C)c1	0%	6	0%	-13%	-6%	1.0	?	-6%
O=C(COC(=O)C1CCN(S(=O)(=O)c2cc([N+](=O)[O-])ccc2Cl)CC1)Nc1ncc(Cl)cc1Cl	-1%	-50*	0%	2%	?	-0.5	?	2%
Cc1ccccc1OCCCCCn1ccnc1	-19%	nt	-4%	0%	2%	-3.3	-7%	3%
CCOc1ccc(-n2c(SCc3ccc([N+](=O)[O-])cc3)nnc2-c2ccc(OC)cc2)cc1	-3%	7	0%	-9%	?	-16	-10%	17%

Assay outcomes: PubChem, National Center for Advancing Translational Sciences (NCATS)
